# Vc quorum ag: inducers of Vibrio cholerae quorum light production without autoinducers. V. cholerae BH1578 lux reporter, luminescence, 6 h. activation, % at 18.7 µM. actives 0.16% (n = 350,000); in the data active = activation mostly above about 9.7%, no sharp cut-off; inconclusive = no clear call, values can overlap the other calls; inactive = mostly below about 3.7%; also: not every result past the cut was called active; inactives centre near 0; reference of the scale not given here
# Anthrax LF prot: anthrax lethal factor protease inhibition | P15917 | multiplex microsphere protease cleavage assay, LF | inhibition, % at 10 µM | actives 0.12% (n = 360,000); also: plate controls were buffer without enzyme for full effect and enzyme alone for no effect
# PriA SSB inh: inhibitors of Klebsiella pneumoniae PriA binding to SSB C-terminal tail; AlphaScreen SSBct-PriA binding, biotinylated peptide; inhibition, % at 33 µM; actives 0.6% (n = 430,000); AID 1272365; in the data active = inhibition mostly above about 37%, no sharp cut-off; inactive = mostly below about 20%;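 also: plate controls were negative control peptide for no effect and reference peptide for full effect; strong numbers were not always called active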
# TcdB inh: blocks C. difficile toxin B glycohydrolase activity. P18177. TcdB glycohydrolase enzymatic assay, plate reader. inhibition, % at 9.99 µM. actives 0.24% (n = 350,000). AID 652162; in the data active = inhibition above about 10%
# PfHsp40 yeast: compounds rescuing yeast from Plasmodium falciparum HSP40 toxicity; S. cerevisiae expressing PfHsp40, growth rescue, ATP luminescence; growth rescue, % at 12.5 µM; AID 504582; actives 0.68% (n = 340,000); in the data active = growth rescue above about 28%, passing the limit was not always enough; inconclusive = no clear call, values can overlap the other calls;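 also: yeast W303a lacking pdr1 and pdr3 grown in galactose medium; growth measured after three days at 30 °C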
# PrPC TRFRET: cell surface PrPC inhibition, primary TR-FRET screen. AID 720596. P04156. inhibition, % at 13.8 µM. actives 0.43% (n = 370,000). TR-FRET read-out; in the data active = inhibition above about 24%; also: 0% = median of the test wells and 100% = reference compound wells
# BoNT A protease: inhibitors of Botulinum neurotoxin A light chain protease | multiplex microsphere protease substrate cleavage, flow cytometry | inhibition, % at 10 µM | actives 0.17% (n = 360,000); also: plate controls were buffer without enzyme for full effect and enzyme alone for no effect
# Y pestis TopoI: inhibitors of Yersinia pestis topoisomerase I; actives 0.064% (n = 360,000); Y. pestis Topo-I cleavage product accumulation, plate reader; activity, % at 10 µM; in the data active = activity above about 50%, passing the limit was not always enough; inconclusive = no clear call, values can overlap the other calls; also: inactives centre near 2
# 3CLpro inhibitor: SARS-CoV 3CLpro protease inhibition | P0C6X7 | actives 0.14% (n = 290,000) | recombinant SARS-CoV 3CLpro, quenched FRET peptide cleavage | AID 1706 | inhibition, % at 6 µM; in the data active = inhibition above about 12%
# Starred values were filed as active, the others as inactive; i = inactive; ? = inconclusive; . = no result given; & = joins results of further samples. Rule as the data show it, unless noted: active = inhibition above about 30%; inconclusive = no clear call, values can overlap the other calls; inactive = below that.
SMILES,Vc quorum ag,Anthrax LF prot,PriA SSB inh,TcdB inh,PfHsp40 yeast,PrPC TRFRET,BoNT A protease,Y pestis TopoI,3CLpro inhibitor
Cc1cnc([N+](=O)[O-])n1CCOC(=O)NC(=O)c1cccc(F)c1,-3.1,-3,-9,0.2,-0.5,0,-0.3,-6,5
O=[N+]([O-])c1ccc(N2CCN(Cc3ccc([N+](=O)[O-])o3)CC2)cc1,-0.2,5,-1,0.6,-1.5,-28,2.7,-4,-8
CC1=C(C(=O)Nc2ccc(C(=O)N3CCN(c4ccccc4F)CC3)cc2)SCCO1,-3.4,-2,12,2.7,-0.3,-5,-0.7,25,0
CCCCc1nc2ccccc2c(=O)n1NC(=O)c1c(O)c2cccc3c2n(c1=O)CC3,i,-2,-15,.,0.5,-6,0.0,4,.
O=C(NC1CCN(S(=O)(=O)c2ccc(Cl)cc2)CC1)C1CCCCC1,-0.3,4,-4,-4.9,0.0,1,1.6,-2,-1
CSc1nc2ccc(NS(=O)(=O)c3ccc(Cl)s3)cc2s1,i,1,-11,.,-1.7,-1,-0.1,6,7
Nc1ccc(Nc2nc3ccccc3[nH]2)cc1,0.4,-74,85,3.3,-1.9,-4,0.8,-28,0
Cc1c(C(=O)N(Cc2ccccc2)C(C)C)cnn1-c1ccccc1,-0.1,-7,-1,-0.5,0.7,5,-0.6,7,1
CCN(C(=O)CSc1ncccn1)C1CCS(=O)(=O)C1 (stereo not given),0.1,5,-20,0.8,-0.6,4,0.4,-12,-1
Cc1ccc(CN(C(=O)c2cccs2)C2CCS(=O)(=O)C2)cc1 (stereo not given),i,-1,-5,1.7,0.3,-1,-0.6,-2,3
CCC(=O)NCCCc1nc(-c2ccccc2)no1,8.0,2,8,-1.5,0.3,0,0.3,-1,.
Cc1ccc(S(=O)(=O)NNC(=O)CCC(=O)Nc2ccc(C)cc2C)cc1,-0.3,1,-11,.,0.0,-2,0.6,-3,-1
O=C(N/N=C/c1ccc(C(=O)O)cc1)C1=NNC(c2ccccc2)(c2ccccc2)C1,-0.3,0,.,0.2,-0.7,8,-0.6,0,7
O=C(CCSc1ccc(Cl)c(Cl)c1)NC12CC3CC(CC(C3)C1)C2,-0.2,0,-24,.,1.7,-4,-0.7,7,3
Cc1ccc(Nc2ncccc2C(N)=O)cc1[N+](=O)[O-],-0.3,-2,4,1.5,0.2,-17,-0.7,7,2
CCOC(=O)c1sc(NC(=O)CSc2nc3ccccc3o2)c(C(=O)OCC)c1C,i,1,2&-9,.,0.1,-2,-0.3,11,0
COc1ccc(-c2cc(C(F)F)n3ncc(C(=O)N4CCc5ccccc54)c3n2)cc1,-0.2,0,-6,1.1,?,-5,0.9,-6,8
COc1ccc(-c2csc(N(CCCN(C)C)C(=O)c3cc(OC)c(OC)c(OC)c3)n2)cc1,-0.7,.,12,-0.1,-0.6,-12,.,10,-4
CC1=C(C)CC(C(=O)N2CCN(Cc3ccccc3)CC2)C(C(=O)O)C1 (stereo not given),-28,-13,7,.,-0.8,7,-0.9,7,-6
OC(CN1CCN(Cc2ccccc2)CC1)Cn1c2ccccc2c2ccccc21 (stereo not given),-0.2,-5,4&11&-1,.,-0.4,-5,-1.3,18,0
Cc1ccc(S(=O)(=O)/N=C(/Nc2ccc(F)cc2F)c2ccc(F)cc2)cc1,-0.5,-2,.,-0.2,0.6,3,-0.8,9,7
O=C(CCN1C(=O)C2CC=C(Cl)CC2C1=O)NCc1ccco1 (stereo not given),-0.2,-7,-8,.,0.2,1,-2.5,1,-2
COc1ccc(N2C(=O)CSC23C(=O)N2CCCc4cccc3c42)cc1 (stereo not given),-0.3,-9,0,.,-1.2,3,-0.4,-6,0
CC1C(c2ccccc2)OCCN1C(=S)NC(=O)c1ccccc1 (stereo not given),i,-3,.,0.4,.,3,-0.1,2,.
c1csc(C2C3=C(Nc4ncnn42)c2ccccc2OC3)c1 (stereo not given),6.2,2,4,.,-0.4,-13,1.2,7,-4
Cc1nnc(NC(=O)C2CC(=O)N(C(C)c3ccccc3)C2)s1 (stereo not given),i,9,-2,0.1,-1.0,-6,11,-5,-1
COc1cccc(-n2c(SCC(=O)NCc3ccco3)nnc2-c2c[nH]c3ccccc23)c1,i,6,5&2&21,1.4,-0.6,0,-0.3,14,-1
COc1ccc(-c2nnn(CC(=O)N(Cc3ccco3)C(C(=O)NCC3CCCO3)c3ccco3)n2)cc1 (stereo not given),-0.3,0,0,-0.5,-1.2,2,-0.2,25,3
O=C(CSc1nc(=O)n(CCCN2CCOCC2)c2c1CCCC2)Nc1ccc(Cl)cc1,i,-2,-13,2.0,1.6,8,-3.8,22,.
O=C(NCC1CCCCC1)c1cc(S(=O)(=O)N2CCCCC2)ccc1N1CCOCC1,-0.1,2,-6,1.1,5.2,5,-0.1,15,-1
COc1ccc(C2/C(=C(\O)c3ccc4c(c3)CC(C)O4)C(=O)C(=O)N2Cc2cccnc2)c(OC)c1 (stereo not given),-0.6,2,.,2.0,15,7,-1.2,-4,1
O=C(COC(=O)c1c(Cl)cccc1Cl)NCC1CCCO1 (stereo not given),-0.8,4,4,2.2,0.7,-2,-0.6,12,7
CCCNC(=O)c1c(O)c2cccc3c2n(c1=O)CCC3,-0.4,5,3,0.4,1.0,-7,-0.9,-6,0
CCc1ccc(C(O)(CNCc2ccccc2)c2ccccc2)cc1 (stereo not given),-0.9,3,-6,1.1,-1.5,10,-3.7,31,0
Cc1ccc(C2(C)NC(=O)N(CC(=O)NC3CCCCC3)C2=O)cc1 (stereo not given),i,0,-6,0.9,0.2,2,4.3,0,.
Cc1ccc(CC(CC(=O)O)C(=O)Nc2ccc(Cl)cc2)cc1 (stereo not given),0.0,-4,-15,1.5,1.6,9,-2.5,6,0
CCC1(c2ccc(Cl)cc2)NC(=O)N(CC(=O)NC2(C#N)CCCCC2)C1=O (stereo not given),i,3,-13,1.8,0.8,0,1.8,1,.
CCOc1ccc(CCNC(=O)COC(=O)c2cccs2)cc1OCC,0.6,1,-1,0.1,-1.8,-5,1.5,0,-2
Cc1cccc(-n2cnc(C(=O)O)c2)n1,-0.1,-5,2,0.2,-1.2,6,0.9,1,-2
CCCN1C(=O)C(NC(=O)c2ccncc2)(C(F)(F)F)C2=C1CC(C)(C)CC2=O (stereo not given),i,-5,1,.,-0.8,6,-1.4,10,-2

# Two compounds from above, showing only Vc quorum ag, PriA SSB inh and TcdB inh.
SMILES,Vc quorum ag,PriA SSB inh,TcdB inh
CCC1(c2ccc(Cl)cc2)NC(=O)N(CC(=O)NC2(C#N)CCCCC2)C1=O (stereo not given),i,-13,1.8
CCOc1ccc(CCNC(=O)COC(=O)c2cccs2)cc1OCC,0.6,-1,0.1

# (more compounds)
SMILES,Vc quorum ag,Anthrax LF prot,PriA SSB inh,TcdB inh,PfHsp40 yeast,PrPC TRFRET,BoNT A protease,Y pestis TopoI,3CLpro inhibitor
Cc1nn(C(=O)c2nn(C)cc2[N+](=O)[O-])c(C)c1Cl,0.5,0,-12,0.0,-1.3,8,0.2,1,4
CCOC(=O)c1cc(C#N)c(N2CCN(c3ccccn3)CC2)nc1-c1ccccc1,i,-8,-18,1.6,1.3,-12,2.0,11,-1
Cc1ccc(S(=O)(=O)Nc2cccc(C(=O)NCc3ccc(S(N)(=O)=O)cc3)c2)cc1,i,4,-10,0.8,2.2,1,0.8,1,2
Cc1nn(C(C)C(=O)N2CCc3ccccc32)c(C)c1[N+](=O)[O-] (stereo not given),-1.5,-2,-5,.,-1.1,-3,1.3,4,1
CCOc1cc(/C=C2/C(=N)N3OC(C)=CC3=NC2=O)ccc1OC(=O)c1ccco1,-0.3,-1,-12,0.9,-0.6,0,-0.4,-7,5
CN(C)N1C(N)=C(C#N)C(c2ccsc2)C2=C1CC(C)(C)CC2=O (stereo not given),i,-1,1,0.4,0.7,-1,-0.1,2,4
Cc1ccc2c(c1)c1c3n2CCN(CCC(=O)O)C3CCC1 (stereo not given),i,22,2,-73,-0.5,-3,-2.9,7,1
Cn1c(O)c(C=NC2C(=O)C3(C)CCC2C3(C)C)c(=O)n(C)c1=O (stereo not given),i,6,-20,.,-1.6,2,1.3,2,-3
CCN(C(=O)CCS(=O)(=O)c1cc2c(cc1Cl)NC(=O)CO2)c1ccccc1,-0.1,-1,-3,0.8,-0.5,5,0.3,4,0
COc1ccc(-c2nnnn2-c2ccc(F)cc2F)cc1,-0.2,-3,-4,6.8,1.8,-8,-1.3,11,-1
CCS(=O)(=O)N1CCCC(C(=O)NCCN(C)Cc2ccccc2)C1 (stereo not given),0.5,3,-2,.,-0.9,-1,0.2,-5,-5
Cc1ccc(S(=O)(=O)N(C)C)cc1NC(=S)NC(=O)C12CC3CC(CC(C3)C1)C2,-0.2,2,-8,0.5,1.0,4,0.9,0,-5
Cc1[nH]c2ccccc2c1C(=O)CN1CC=C(c2ccccc2)CC1,-0.3,4,12,-1.2,2.0,-7,9.4,1,3
O=C(N/N=C/c1ccc(O)cc1O)C(=O)N/N=C/c1ccc(O)cc1O,i,-11,.,-0.4,1.4,1,-0.4,-5,-3
CC(Sc1ncccn1)C(=O)NC1CCCC1 (stereo not given),-1.3,-5,-14,0.2,0.3,-8,-0.5,-3,.
COC(=O)c1cc2ccsc2n1Cc1nc(-c2ccc(Cl)cc2)oc1C,-0.2,-6,-12,1.2,1.4,-5,-0.3,4,2
COc1ccc(/C=N/Nc2nnc(Cc3ccccc3)c(=O)[nH]2)cc1,-4.2,-2,.,0.6,-0.7,10,-0.6,1,5
NC(=O)c1ccc(-n2nnnc2Oc2ccccc2C(=O)N2CCOCC2)cc1,i,-2,-15,.,0.0,8,0.4,0,8
COc1ccc(CNC(=O)C(C)NCc2ccccc2Cl)cc1 (stereo not given),0.6,4,-24,1.7,-1.7,3,-0.5,2,0
C=CCNc1oc(-c2cccs2)nc1S(=O)(=O)c1ccccc1,-1.4,-3,-10,0.8,1.1,2,-0.1,18,2

# 5 records picked at random from those above, as already listed:
SMILES,Vc quorum ag,Anthrax LF prot,PriA SSB inh,TcdB inh,PfHsp40 yeast,PrPC TRFRET,BoNT A protease,Y pestis TopoI,3CLpro inhibitor
OC(CN1CCN(Cc2ccccc2)CC1)Cn1c2ccccc2c2ccccc21 (stereo not given),-0.2,-5,4&11&-1,.,-0.4,-5,-1.3,18,0
C=CCNc1oc(-c2cccs2)nc1S(=O)(=O)c1ccccc1,-1.4,-3,-10,0.8,1.1,2,-0.1,18,2
O=C(N/N=C/c1ccc(O)cc1O)C(=O)N/N=C/c1ccc(O)cc1O,i,-11,.,-0.4,1.4,1,-0.4,-5,-3
COc1ccc(-c2csc(N(CCCN(C)C)C(=O)c3cc(OC)c(OC)c(OC)c3)n2)cc1,-0.7,.,12,-0.1,-0.6,-12,.,10,-4
CCOc1cc(/C=C2/C(=N)N3OC(C)=CC3=NC2=O)ccc1OC(=O)c1ccco1,-0.3,-1,-12,0.9,-0.6,0,-0.4,-7,5

# New compounds follow:
SMILES,Vc quorum ag,Anthrax LF prot,PriA SSB inh,TcdB inh,PfHsp40 yeast,PrPC TRFRET,BoNT A protease,Y pestis TopoI,3CLpro inhibitor
NS(=O)(=O)c1ccc(NC(=O)COC(=O)c2ccc(Cl)nc2)cc1,i,-2,0,2.5,2.0,9,0.0,7,0
COc1ccc(Cc2nc3ccc(C(=O)N4CCC(N(C)C)C4)cc3o2)cc1 (stereo not given),i,-1,4,1.4,-1.3,-1,-0.3,-2,-2
CN(C)NC(=S)NC1(C)CCS(=O)(=O)C1 (stereo not given),-0.4,-17,6,-0.2,0.9,0,-4.8,-8,3
CSC1=N/C(=C\c2cccc(Cl)c2)C(=O)N1N(C)C,-0.9,-12,-1,1.5,0.5,3,-0.7,-6,-5
COc1ccccc1CNC(=O)C1CCC(=O)N(CCCN2CCCC2=O)C1 (stereo not given),-5.9,-1,4,-12,-0.8,5,0.6,5,-5
O=C1N(CN2CCN(Cc3ccccc3)CC2)c2ccccc2C12OCCCO2,-0.6,3,-6,1.1,-0.2,1,0.3,-2,4
O=C(c1ccc2c(=O)n3c(nc2c1)CCCCC3)N1CCN(c2ccc([N+](=O)[O-])cc2)CC1,i,-6,-7,4.4,2.1,-20,0.8,31,0
CC(C)(C)c1ccc(OCCn2ccccc2=O)cc1,.,-2,-2,.,0.7,0,0.2,0,1

# Some of the compounds tested; count on the stated rates, not on these rows.
